MRP-1 activ – H69AR viability gain despite doxorubicin, primary screen, MRP-1 activator project, H69AR cells, CellTiter-Glo; viability rescue; actives 0.61% (n = 140,000); viability increase, % at 10 µM;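 active means viability gain under doxorubicin at or above a set limit, the compound median plus 3 SD, cut at about 4.7% in these data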;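 further: MRP-1 overexpressing cells given doxorubicin 25 µM after compound pretreatment; 18-22 h compound pretreatment then 72 h with doxorubicin before readout; 0% = doxorubicin-only wells and 100% = vehicle-treated cells without doxorubicin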
BB579 growth dn – growth inhibitors of yeast BB579 in restrictive medium, primary screen, yeast lifespan-shortening project, S. cerevisiae. inhibition, % at 10 µM. AID 804, 2007. OD615, 48 h. actives 0.51% (n = 140,000);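 active means inhibition above a set limit, 3 SD over the mean compound inhibition, cut at about 44% in these data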; further: inactives centre near -24
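Test system: Saccharomyces cerevisiae DeaD strain BB579, replicative lifespan model yeast | Buffer or medium: Restrictive CSMM-D medium | Doses: One dose, 10 µM compound with 0.25% DMSO | Incubation: 48 h exposure, 30 °C | Detection: Culture absorbance at 615 nm | Control set: Amphotericin B at 10 µg/mL as positive control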
Yeast lifespan up – compounds extending yeast replicative lifespan, primary screen, S. cerevisiae, OD615. S. cerevisiae growth with nicotinamide; deaD strain in restrictive glucose medium. inhibition of the nicotinamide effect, % at 10 µM. actives 0.68% (n = 130,000). AID 775, 2007;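 active means inhibition above a set limit, placed 3 SD over the median of all compounds, cut at about 26% in these data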;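 further: 0% = nicotinamide-treated wells and 100% = cells grown without nicotinamide; some compounds called inactive have numbers as strong as hits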
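Assay system: DeaD-strain S. cerevisiae. Medium: CSMM-D glucose medium, restrictive. Reagent: nicotinamide, 1.5 mM, co-present with compound. Compound: 10 µM single point, 0.25% DMSO. Schedule: culture preincubation 4 h, compound exposure 48 h, both 30 °C. Detection: absorbance at 615 nm.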
Measles CPE – compounds protecting cells from measles virus cytopathic effect, primary screen, measles RdRp inhibitor project, single point, MLSMR library, absorbance; Measles virus-infected cells, CPE protection; protection (pct of control), % at 4 µM; actives 1.5% (n = 140,000); AID 841, 2007; in the data active means protection mostly above about 24%, no sharp cut-off; inactive means mostly below about 26%; further: some compounds called inactive have numbers as strong as hits
GALR2 antag – GALR2 antagonists in receptor-expressing cells, primary screen; inhibition, % at 4 µM; antagonist mode; AID 828, 2007; actives 0.39% (n = 140,000); Galanin receptor type 2 (Homo sapiens), O43603; in the data active means inhibition above about 27%;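 further: cells stimulated with galanin 1-16 at roughly its EC80; 0% = agonist challenge control and 100% = basal control without agonist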
Target sequence (O43603 whole entry, looked up): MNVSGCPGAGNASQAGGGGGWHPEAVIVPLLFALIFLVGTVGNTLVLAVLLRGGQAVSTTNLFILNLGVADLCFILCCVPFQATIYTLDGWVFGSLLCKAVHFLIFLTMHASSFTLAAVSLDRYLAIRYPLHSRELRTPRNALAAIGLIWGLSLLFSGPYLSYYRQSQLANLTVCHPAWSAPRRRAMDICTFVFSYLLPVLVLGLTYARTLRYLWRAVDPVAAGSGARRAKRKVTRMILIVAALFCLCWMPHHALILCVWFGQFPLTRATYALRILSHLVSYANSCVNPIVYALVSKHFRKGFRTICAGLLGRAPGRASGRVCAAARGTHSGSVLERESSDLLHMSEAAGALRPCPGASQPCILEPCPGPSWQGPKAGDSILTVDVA
E-sel TNF inh – E-selectin induction blockers in HUVEC – imaging, immunofluorescence, high content, primary screen | AID 1246, 2008 | actives 0.71% (n = 120,000) | HUVEC TNFa-induced E-selectin immunofluorescence | inhibition, % at 2 µM;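 active means inhibition above the batch mean plus 3 SD, and confirmed as a hit on visual image review, cut at about 43% in these data; inconclusive means passes the inhibition cutoff but fails visual image review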;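 further: 0% = TNF-stimulated DMSO wells and 100% = unstimulated control wells; not every result past the cut was called active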
HCT116 bCat-KO – primary screen for growth suppressors in beta-catenin knockout HCT116 cells (colon tumor, human) | viability, % at 10 µM | HCT116 beta-catenin knockout viability, CellTiter-Glo, 60 h; hits give low values | AID 818, 2007 | actives 1.5% (n = 140,000);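 active means viability at or under a set limit, the compound median less 4 SD, cut at about 6% in these data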;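 further: 0% = Hyamine 1622 control at 20 µM and 100% = untreated cell control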
Phagocytosis inh – inhibitors of macrophage phagocytosis, primary screen, imaging, J774A.1 cells, IgG beads; J774A.1 macrophage IgG-bead phagocytosis; inhibition, % at 5 µM; actives 0.07% (n = 110,000); AID 1029, 2008;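 active means inhibition above the mean of the plate negative controls plus 5 SD, cut at about 13% in these data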;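 further: phagocytic index as fraction of beads internalized from green versus red external bead signal; plate controls were DMSO negative control for no effect and cytochalasin-D positive control for full effect; some results beyond the cut were filed as inactive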
HCT116 PTEN-null – growth suppression of PTEN-null HCT116, primary screen, cell-based, CellTiter-Glo. AID 827, 2007. HCT116 PTEN-null viability, 60 h; hits give low values. viability, % at 10 µM. actives 1.2% (n = 140,000);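 active means viability at or below a set limit, 4 SD under the median of all tested compounds, cut at about 3.7% in these data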;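 further: PTEN knockout HCT116 line with beta catenin targeted HCT116 as companion control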
NPY Y2 blocker – NPY-Y2 receptor antagonists, primary screen, cell-based; Neuropeptide Y receptor type 2 (Homo sapiens), P49146; NPY-Y2 expressing cells, antagonist mode; inhibition, % at 2.7 µM; actives 0.99% (n = 140,000); AID 793, 2007; in the data active means inhibition above about 17%;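 further: 0% = vehicle with agonist challenge and 100% = reference antagonist with challenge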
Target sequence (P49146 whole entry, looked up): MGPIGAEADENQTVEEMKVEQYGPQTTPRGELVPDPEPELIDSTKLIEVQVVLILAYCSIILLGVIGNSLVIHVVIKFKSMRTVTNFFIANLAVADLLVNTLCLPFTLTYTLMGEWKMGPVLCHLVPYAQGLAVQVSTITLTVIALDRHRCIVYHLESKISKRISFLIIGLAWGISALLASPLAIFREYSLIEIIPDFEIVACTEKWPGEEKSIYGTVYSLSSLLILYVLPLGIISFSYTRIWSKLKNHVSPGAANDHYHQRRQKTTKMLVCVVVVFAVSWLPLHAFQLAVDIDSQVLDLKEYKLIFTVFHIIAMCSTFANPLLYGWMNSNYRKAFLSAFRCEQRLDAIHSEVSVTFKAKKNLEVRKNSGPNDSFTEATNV
An asterisk follows results filed as active; ? = inconclusive; nt = no result given. Rows were taken by chance (roughly 6.1% active in at least one column).

SMILES	MRP-1 activ	BB579 growth dn	Yeast lifespan up	Measles CPE	GALR2 antag	E-sel TNF inh	HCT116 bCat-KO	Phagocytosis inh	HCT116 PTEN-null	NPY Y2 blocker
COc1ccc(CNc2nc3c(c(=O)n(Cc4ccc(Cl)cc4)c(=O)n3C)n2C)cc1	5.5*	-52	-24	8	-2	-21	59	0	45	-1
COC(=O)NCC(c1cccnc1)N1CCOCC1 (stereo not given)	0.0	-12	-3	31	7	nt	93	nt	106	-1
CCc1ccc(/C=N/NC(=O)c2cc(C3CC3)nc3ccc(Br)cc23)s1	-4.8	-51	-25	5	7	-30	19	0	14	2
CCC(=O)Nc1ccccc1C(=O)OCC(=O)c1cccc2ccccc12	-2.0	-40	-9	3	-3	21	82	-4	82	14
COc1ccc(N(CC(=O)Nc2ccc(C)cn2)S(=O)(=O)c2c(C)nn(C)c2C)cc1	-2.6	-5	-3	10	-2	nt	92	0	94	6
C=CCn1c(Sc2nc(C)cs2)nc2c1c(=O)[nH]c(=O)n2C	-0.8	-40	-11	9	-11	-4	92	2	80	0
COc1ccc(CC(=O)Nc2nc3ccccc3s2)cc1S(=O)(=O)N1CCOCC1	-0.8	-49	-10	19	10	11	42	0	35	-1
CCOC(=O)c1[nH]c(C)c(C(=O)Nc2ccc(F)cc2)c1C	0.6	-24	-12	4	-7	0	99	nt	102	-2
Cc1onc(-c2ccccc2)c1C(=O)NNC(=S)NC(=O)c1ccc(Br)cc1	-4.6	-29	8	7	13	nt	55	-1	59	6
COc1ccccc1N=c1sc2ccccc2n1C	0.2	-51	-13	8	-5	14	88	0	97	3
O=C(CCCCCn1c(=O)[nH]c2ccsc2c1=O)NCc1ccc(F)cc1	-0.3	-6	0	2	-2	1	93	0	93	0
CCCNC(=O)c1nc(C)c(C)nc1C(=O)Nc1cccc(Cl)c1	-0.6	-52	3	10	9	5	94	-3	102	2
COc1ccccc1N1CCN(C(=O)CCCCn2c(=O)[nH]c3ccsc3c2=O)CC1	-2.2	-13	-7	6	nt	nt	108	0	105	nt
COc1ccc(C(=O)/C=C(\C)NCc2ccc3c(c2)OCO3)cc1	-0.4	-36	-23	9	0	-21	93	-1	89	1
COc1nc(C)ccc1-c1noc(-c2ccccn2)n1	-0.7	-8	-10	10	0	25	89	-1	109	-2
CC1Cc2ccccc2N1c1ncnc2nc[nH]c12 (stereo not given)	-3.0	-9	-11	5	4	2	109	0	106	4
O=C(Nc1cccc(O)c1)c1ccc(Br)cc1	-1.4	-77	-16	19	5	0	97	nt	91	2
N#Cc1c(C(F)(F)F)cc(-c2cccs2)nc1SCc1ccc(Cl)nc1	0.2	-74	-13	4	1	-34	90	0	83	5
COc1cc(OC)cc(-c2nnc(SCC(=O)N3CCCCC3)o2)c1	0.4	-63	-6	11	8	4	95	0	97	3
CCOC(=O)C1CCN(c2ncnc3c2cnn3-c2ccc(Cl)cc2)CC1	-0.1	-17	-5	22	2	nt	86	-1	99	9
COc1ccc2[nH]c(=O)c(COC(=O)c3cccs3)cc2c1	-3.1	-41	4	27	-11	nt	98	nt	96	2
CC(C)NS(=O)(=O)c1ccc(CCC(=O)NCc2cccnc2)cc1	-0.7	-21	-6	5	3	-14	100	0	90	3
CC(C)NC[C@@H](O)c1ccc(O)c(O)c1	1.3	-37	4	11	20	nt	75	nt	86	3
COc1cccc(OCCCOc2ccc([N+](=O)[O-])cc2Cl)c1	-0.4	-3	-10	6	4	4	91	-2	85	14
Cc1cc(NC(=O)CCc2ccc(S(=O)(=O)N3CCOCC3)cc2)n(-c2ccccc2)n1	-3.4	-40	-5	4	13	?	91	nt	84	0
CCOc1ccc(NC(=O)N(C2CCCCC2)C(C)c2cccnc2)cc1 (stereo not given)	-1.4	-9	-8	20	-9	7	97	0	99	4
O=C(CN1CCN(Cc2ccccc2Cl)C1=O)NCC1CCCO1 (stereo not given)	-0.5	-20	-9	17	nt	nt	88	0	94	nt
O=C(O)C1CC=CCC1C(=O)NCCc1csc(-c2ccccc2)n1 (stereo not given)	-1.8	2	3	10	2	-4	88	nt	96	2
Cc1ccccc1C(=O)N[C@H](C(=O)OCC(=O)c1ccc[nH]1)C(C)C	1.8	8	-5	10	4	nt	94	-3	98	0
COc1cc(OC)c2c(OC)cccc2n1	-1.2	-2	-6	92*	7	nt	93	-1	106	2
O=C(Nc1ncc(Cl)cn1)c1cccs1	0.1	-6	-5	4	3	14	88	0	90	1
CCCN1C(=O)CC(c2ccco2)Sc2ccccc21 (stereo not given)	-1.2	-35	-6	12	10	-32	82	0	75	4
CC(=O)NC(CCS(C)(=O)=O)C(=O)Nc1ccccc1Cl (stereo not given)	-0.5	-29	-10	10	-5	nt	94	1	115	-1
Nn1c(SCC(=O)Nc2ccccc2F)nc2ccccc2c1=O	8.8*	-65	-12	12	3	4	82	3	97	8
Cc1cc([N+](=O)[O-])nn1Cc1c(F)c(F)c(F)c(F)c1F	-1.0	-2	-3	11	-6	6	90	nt	81	6
O=C(c1cc2cc(Br)cc(Br)c2oc1=O)N1CCCc2ccccc21	-0.3	-30	-6	6	-5	16	91	0	100	1
CCOC(=O)C1=C(C)N(CCO)C(=O)NC1c1cccc(O)c1 (stereo not given)	-0.5	-13	-14	4	3	nt	95	2	96	1
COc1ccc(C(CNC(=O)c2cc(=O)[nH]c3ccccc23)N2CCCC2)cc1 (stereo not given)	-2.9	-25	-23	3	-6	0	90	-1	89	4
CCOC(=O)N1CCN(C(=O)C(CC)c2ccccc2)CC1 (stereo not given)	1.6	16	-1	3	6	nt	96	0	98	0
CCCCNC(=O)Cc1coc2ccc3ccccc3c12	-3.6	-34	-16	9	4	-4	71	2	63	5
COCCN(C(=S)Nc1ccccc1C)C(C)c1cccs1 (stereo not given)	-2.4	-2	1	8	-4	nt	87	3	87	4
S=C1Nc2cc(Cl)ccc2Sc2ccccc21	0.9	-18	3	7	8	30	95	-5	98	3
O=C(CSc1ccc(-c2ccccc2)nn1)N1CCOCC1	0.3	-22	-12	1	9	-9	110	-1	105	-2
CCOC(=O)c1ccc(NC(=O)c2cccc(S(=O)(=O)N3c4ccccc4CC3C)c2)s1 (stereo not given)	-6.0	-23	2	5	25	-8	20	-3	15	0
O=C(CSc1nnc(-c2cccs2)o1)N1CCCc2ccccc21	-0.7	5	0	7	-8	-25	60	-1	54	8
O=c1cc(-c2ccccc2)c2ccc(O)c(CN3CCCCC3)c2o1	-0.8	-33	-4	3	-5	0	91	-3	96	1
Cc1c(Cl)cnc(NC(=O)COC(=O)c2nn(C)c(=O)c3ccccc23)c1Cl	-1.5	-36	-1	8	-5	64*	92	-16	97	4
CCNC(=S)NNC(=O)c1ccoc1C	-0.3	-4	-15	2	-8	-11	103	nt	100	3
CC(C)(C)c1nc2ccccc2c(=O)n1N1C(=O)c2ccccc2C1=O	-6.4	-28	nt	13	0	6	85	nt	83	8
O=C(NCCO)c1cccc(S(=O)(=O)N2CCCCC2)c1	-3.1	-38	-23	5	-6	-29	75	-1	87	1
Cc1c(Br)c([N+](=O)[O-])nn1CC(=O)NCc1cccnc1	-3.1	1	-2	9	-9	17	104	-1	98	2
CC1(C)Oc2ccc(C(=O)N3CCOCC3)cc2N(CC(=O)N2CCOCC2)C1=O	-1.7	-20	-9	5	4	11	108	0	104	2
CC1(C(=O)NC2CCCCC2)CCC(=O)N1Cc1cccs1 (stereo not given)	-3.1	3	2	7	1	nt	102	0	93	0
Cc1cccc(Nc2ncnc3nc[nH]c23)c1C	-2.1	-9	-3	19	3	nt	102	nt	97	-1
CCCN1C(=O)/C(=C/c2c(NCCCOCC)nc3c(C)cccn3c2=O)SC1=S	-2.4	-90	-7	6	-2	nt	39	-1	53	-1
O=C(N1CCOCC1)N(CCN1CCOCC1)Cc1cccc(Cl)c1	-1.4	-13	-13	9	7	3	85	0	91	2
O=C(Cc1cccs1)Nc1cccc(-c2nc3cc4ccccc4cc3[nH]2)c1	-4.9	-67	-2	9	28*	9	8	1	7	3
Cc1ccc(C(=O)N/C(=C/c2ccc(-c3cccc([N+](=O)[O-])c3)o2)C(=O)NC(C)C)cc1	-0.8	-23	-1	13	-8	-15	84	-5	77	2
CCOC(=O)C1CCN(C(=O)CS(=O)Cc2nc(-c3ccc(C)cc3)oc2C)CC1 (stereo not given)	-3.6	-19	-4	46*	-2	16	86	0	90	2
Clc1ccc2[nH]c3c(N4CCC5(CC4)OCCO5)ncnc3c2c1	-5.3	-37	-17	4	19	-1	8	10	7	3

Next part:
SMILES	MRP-1 activ	BB579 growth dn	Yeast lifespan up	Measles CPE	GALR2 antag	E-sel TNF inh	HCT116 bCat-KO	Phagocytosis inh	HCT116 PTEN-null	NPY Y2 blocker
CCCn1nc(C(=O)NCc2ccccn2)c2ccccc2c1=O	-1.5	-58	-12	5	11	-37	97	-3	104	1
COc1ccc(OC)c(C2C(C#N)=C(N)Oc3cc(C)n(Cc4ccccn4)c(=O)c32)c1 (stereo not given)	-1.2	-26	6	5	3	-32	93	-1	104	0
COC(=O)c1ccccc1OCCCOc1ccc(C=O)cc1OC	-3.5	-33	-26	34	9	-31	95	nt	101	0
C[n+]1cnc(-c2ccccc2)cc1-c1ccccc1	-1.7	9	1	7	-5	-10	92	-2	97	2
CCN(CC)C(=O)CSc1nc2ccccc2c(=O)n1OC	-0.5	-45	2	13	-10	9	105	0	114	1
COc1ccc2nc(SCC(=O)N3CC(=O)Nc4ccccc43)c(C#N)cc2c1	-0.3	-82	-14	7	-4	-14	7	0	5	1
CC1=NN(c2ccccc2)C(=O)/C1=C\c1ccc(Br)s1	-3.8	-9	0	38	14	nt	83	-6	91	17*
Cc1cc(-c2ccccc2)nc2[n+]1CCN2C	-1.2	-38	-8	45	-1	nt	85	0	81	2
O=C(CSc1nc2ccccc2o1)Nc1ccc(N2CCOCC2)cc1	0.0	-33	-14	3	1	nt	106	nt	112	3
Cn1c(N)c(C(=O)COC(=O)[C@H](Cc2ccccc2)N2C(=O)c3ccccc3C2=O)c(=O)n(C)c1=O	-0.8	-42	-5	13	-8	nt	91	-5	83	0
O=C(CN1CCN(c2nc(-c3ccc(F)cc3)cs2)CC1)Nc1ccc2c(c1)OCO2	0.7	-55	-10	9	-32	nt	77	-1	87	11
COc1ccc(CN(C(=O)c2cnccn2)C(C(=O)NC(C)(C)C)c2cc(OC)c(OC)c(OC)c2)cc1 (stereo not given)	-2.3	-10	nt	18	-3	-49	99	nt	99	1

Screening data deposited in PubChem by several laboratories.
